Screens deposited in PubChem by Sanford-Burnham Center for Chemical Genomics.
mIAP activ: increases mouse intestinal alkaline phosphatase activity. muIAP, CDP-Star luminescence, 30 min; active compounds read high; 1 = vehicle-only enzyme signal, 0 = enzyme-free wells. activation factor at 10 µM. 0.24% of 330,000 active;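 active = activation factor of at least 2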; note: the source names both 10 and 20 µM as test concentration; values of inactives mirror those of a sister screen read the other way
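Assay system: mouse IAP enzyme; Reagent: CDP-Star chemiluminescent phosphatase substrate; Compound: DMSO-dissolved test compounds; Incubation: 30 min, room temperature; Technique: luminescence from enzymatic CDP-Star hydrolysis; Controls: DMSO-only wells and no-enzyme negative control.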
hIAP inh: blocks human intestinal alkaline phosphatase | purified IAP, CDP-Star luminescence, 30 min | inhibition, % at 10 µM | 0.12% of 330,000 active;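 active = inhibition reaching a set limit with compound at 10 µM in the primary screen, cut at about 35% in these data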;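 note: plate controls were DMSO wells with enzyme for no effect and no-enzyme buffer wells for full effect; values of inactives mirror those of a sister screen read the other way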
Target sequence (P09923 whole entry, looked up): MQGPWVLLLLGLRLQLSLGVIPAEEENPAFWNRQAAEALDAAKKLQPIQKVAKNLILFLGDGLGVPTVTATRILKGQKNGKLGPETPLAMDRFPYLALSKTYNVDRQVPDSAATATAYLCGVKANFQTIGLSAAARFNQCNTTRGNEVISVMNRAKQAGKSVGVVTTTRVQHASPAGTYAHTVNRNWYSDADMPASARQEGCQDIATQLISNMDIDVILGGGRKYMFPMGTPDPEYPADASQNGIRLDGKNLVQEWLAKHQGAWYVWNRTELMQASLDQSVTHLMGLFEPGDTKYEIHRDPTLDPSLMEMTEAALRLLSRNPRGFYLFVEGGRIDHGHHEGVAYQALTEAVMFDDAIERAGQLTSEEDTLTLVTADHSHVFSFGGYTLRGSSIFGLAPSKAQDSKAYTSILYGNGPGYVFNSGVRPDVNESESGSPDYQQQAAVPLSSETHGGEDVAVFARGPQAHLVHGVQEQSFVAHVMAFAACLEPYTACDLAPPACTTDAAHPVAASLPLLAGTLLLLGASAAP
beta cell repl: inducers of beta-cell replication in MIN6 cells; proliferation, % at 10 µM; 0.29% of 330,000 active; MIN6 cells proliferation, ATPlite luminescence, 48 h; cells starved in 0.2% serum; 100% = growth in 10% serum;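 active = compounds whose signal lies at least 3.5 SD above the mean of all wells on their plate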;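 note: 0% = DMSO-treated cells in low-serum medium and 100% = 10% serum control; some compounds called inactive have numbers as strong as hits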
mIAP inh: blocks mouse intestinal alkaline phosphatase; inhibition, % at 10 µM; AID 2806; purified mouse IAP, CDP-Star luminescence, 30 min; 0.2% of 330,000 active;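 active = inhibition of at least 40% at 10 µM in the primary screen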;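 note: plate controls were DMSO with enzyme for no effect and no enzyme wells for full effect; values of inactives mirror those of a sister screen read the other way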
TIM10 inh: TIM10 yeast growth inhibition; AID 463195; S. cerevisiae TIM10 strain growth, BacTiter-Glo luminescence, 24 h; inhibition, % at 10 µM; 1.4% of 330,000 active;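 active = inhibition of 40% or more at the single tested concentration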;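 note: wild-type TIM10 isogenic control strain grown at permissive 25 °C; 0% = DMSO yeast wells and 100% = minimal medium wells without yeast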
A3G deaminase: blocks human APOBEC3G single-stranded DNA deamination. Q9HC16. recombinant A3G, ssDNA deamination FAM/TAMRA fluorescence. inhibition, % at 20 µM. 0.28% of 330,000 active. AID 493012;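 active = inhibition of at least 40% at 20 µM, with no more than 30% in the related APOBEC3A deaminase screen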;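 note: plate controls were DMSO wells with A3G for no effect and wells lacking A3G enzyme for full effect; some compounds called inactive have numbers as strong as hits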
Target sequence (Q9HC16 whole entry, looked up): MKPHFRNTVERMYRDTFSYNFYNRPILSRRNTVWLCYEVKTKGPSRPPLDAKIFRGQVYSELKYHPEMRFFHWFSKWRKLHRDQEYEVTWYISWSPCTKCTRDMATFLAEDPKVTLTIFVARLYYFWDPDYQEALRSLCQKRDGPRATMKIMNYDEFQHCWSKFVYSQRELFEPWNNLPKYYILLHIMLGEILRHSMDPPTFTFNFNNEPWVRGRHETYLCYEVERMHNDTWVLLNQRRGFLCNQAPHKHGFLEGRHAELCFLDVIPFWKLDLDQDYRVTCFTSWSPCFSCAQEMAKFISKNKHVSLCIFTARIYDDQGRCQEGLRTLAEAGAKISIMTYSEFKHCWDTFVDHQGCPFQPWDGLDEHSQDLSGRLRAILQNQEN
tim10-1 inh: tim10-1 yeast growth inhibition; S. cerevisiae tim10-1 ts strain growth, BacTiter-Glo, 24 h; 2.2% of 330,000 active; inhibition, % at 20 µM; AID 463190;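 active = inhibition of at least 40%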;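 note: mutant grown at 25 °C; 0% = DMSO wells with yeast and 100% = wells holding no yeast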
NLRP3 yeast inh: blocks the NALP3 inflammasome reconstituted in yeast; Yeast reconstituted NLRP3/ASC/caspase-1, beta-gal luminescence, 24 h; inhibition, % at 10 µM; 0.39% of 330,000 active;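 active = inhibition of 50% or more; inactive = inhibition below 50%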;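 note: plate controls were induced DMSO wells for no effect and uninduced yeast grown without galactose for full effect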
APOBEC3A inh: blocks human APOBEC3A ssDNA deamination; recombinant A3A, FAM/TAMRA ssDNA deamination fluorescence; inhibition, % at 20 µM; 0.41% of 330,000 active;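 active = at least 40% inhibition at 20 µM here, with at most 30% in a related deaminase screen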;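 note: plate controls were A3A with DMSO for no effect and wells lacking A3A enzyme for full effect; some results filed as inactive read as strong as hits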
Numbers without * were called inactive.

Molecule	mIAP activ	hIAP inh	beta cell repl	mIAP inh	TIM10 inh	A3G deaminase	tim10-1 inh	NLRP3 yeast inh	APOBEC3A inh
CCC(C)C(NC(=O)c1ccccc1NC(=O)c1ccccc1)C(=O)O (stereo not drawn)	0.97	6	-2	3	-3	1	2	5	4
N#Cc1ccc(S(=O)(=O)Nc2ccc3ccccc3n2)cc1	1.1	-29	3	-10	3	-1	5	5	2
COc1ccc(C(=O)Nc2ccc3c4c(cccc24)CC3)cc1	0.9	5	0	10	23	-5	44*	30	1
CCOc1ccc(NC(=O)C2CC(=O)N(Cc3ccco3)C2)cc1 (stereo not drawn)	1.1	-4	2	-6	-3	-3	10	-4	-4
Cc1onc(-c2ccccc2)c1CNC(=O)Nc1ccc(C(F)(F)F)cc1	4.1*	-23	-3	-306	-9	9	2	13	5
NC(=O)C1=C[C@@H](c2ccc(C(F)(F)F)cc2)C[C@@H](OCCCCO)O1	0.97	13	-3	3	12	-6	-3	17	-2
CC(C)Cc1ccc(C#N)c(SCC(N)=O)n1	0.96	1	-1	4	5	-7	9	-3	0
COc1cc(NC(C)CCc2ccccc2)cc(OC)c1OC (stereo not drawn)	0.92	-30	-1	8	1	-7	-4	12	-7
CCOC(=O)N1CCN(CCC(=O)Nc2cccc(Cl)c2C)CC1	0.98	-14	-1	2	4	0	-2	15	3
COc1ccc(C2c3ccc(O)cc3Oc3ncn(Cc4ccco4)c(=N)c32)cc1 (stereo not drawn)	1	8	-7	-1	12	-5	19	13	3
COc1ccc2c(c1)c(=O)cc(C)n2CC(=O)NCc1ccco1	1	-9	-1	-1	8	3	11	3	5
O=C(Nc1ccnn1C1CCN(Cc2ccc(C#CCCO)cc2)CC1)c1cccc(F)c1	1.1	8	2	-6	-1	-3	8	13	-2
Cc1ccc(NC(=O)C(=O)NCCN2CCN(S(C)(=O)=O)CC2)cc1	0.99	2	4	0	5	-7	-5	11	-4
O=C(NCCc1cccs1)C1CC(c2cccc([N+](=O)[O-])c2)=NO1 (stereo not drawn)	0.99	12	3	1	-2	-3	-1	13	-1
O=C(CCC1CCCC1)N1CCN(S(=O)(=O)c2ccc(Br)cc2)CC1	0.97	-2	-2	3	6	-4	12	33	1
COc1ccc(Cl)cc1NC(=O)CCNS(=O)(=O)c1cccc2nonc12	1	10	1	0	-6	-3	-8	20	-2
CCc1nc(SCC(=O)Nc2ccc(Br)cn2)n[nH]1	0.99	12	3	1	1	2	4	9	-3
N#C/C(=C\c1ccc(OCCN2CCOCC2)cc1)C(=O)Nc1ccc(S(N)(=O)=O)cc1	0.89	10	-1	11	-1	-7	4	8	-4
Cc1cc(/C=N/NC(=O)C(O)(c2ccccc2)c2ccccc2)c(C)n1-c1ccccc1	0.95	2	-3	5	13	-7	11	3	-4
CCOC(=O)c1c(N)sc2c1CCC(C)C2 (stereo not drawn)	1	-10	-3	0	14	9	38	13	-5
CCCS(=O)(=O)Nc1c(C(=O)O)[nH]c2ccccc12	0.86	2	0	14	4	1	8	-1	-1
Cc1ccc(C2CCN(C(=S)Nc3cccc(Cl)c3)C2)cc1 (stereo not drawn)	1.5	-4	-4	-50	12	-4	4	32	5
Fc1ccc(CSc2ncnc3sc4c(c23)CCCC4)cc1	0.94	-4	-5	6	-19	-7	30	12	-3
COc1ccc(/C(O)=C2/C(=O)C(=O)N(Cc3cccnc3)C2c2ccco2)cc1OC (stereo not drawn)	0.96	-10	-2	4	-15	-3	1	3	-4
Cc1cc(C(=O)COC(=O)c2ccccc2O)c(C)n1Cc1cccs1	0.89	30	-6	12	19	-3	18	-3	-1
O=C(c1ccc(S(=O)(=O)c2cccc(Cl)c2)c([N+](=O)[O-])c1)N1CCN(c2ccccn2)CC1	0.89	12	-6	11	37	-5	40	1	-2
CCn1c(SCC(=O)Nc2nc(-c3ccccc3)cs2)nc2c1c(=O)n(C)c(=O)n2C	1.1	-8	0	-14	16	-6	2	16	-5
Cc1ccc(CCC(=O)NCc2ccccc2)o1	0.9	-26	-2	10	-4	-1	5	17	-5
O=S(=O)(Cc1ccccc1)NCc1cccnc1	1	-2	1	-3	-9	-2	1	-2	5
COc1ccc(S(=O)(=O)N2CCCC(C(=O)NCc3ccncc3)C2)cc1 (stereo not drawn)	1	30	-2	0	1	-1	-9	12	1

A draw from above in order of count of non-hydrogen atoms, largest number first:
Molecule	mIAP activ	hIAP inh	beta cell repl	mIAP inh	TIM10 inh	A3G deaminase	tim10-1 inh	NLRP3 yeast inh	APOBEC3A inh
N#C/C(=C\c1ccc(OCCN2CCOCC2)cc1)C(=O)Nc1ccc(S(N)(=O)=O)cc1	0.89	10	-1	11	-1	-7	4	8	-4
CCOC(=O)N1CCN(CCC(=O)Nc2cccc(Cl)c2C)CC1	0.98	-14	-1	2	4	0	-2	15	3
O=S(=O)(Cc1ccccc1)NCc1cccnc1	1	-2	1	-3	-9	-2	1	-2	5

(further entries)
Molecule	mIAP activ	hIAP inh	beta cell repl	mIAP inh	TIM10 inh	A3G deaminase	tim10-1 inh	NLRP3 yeast inh	APOBEC3A inh
O=C(CS(=O)(=O)Cc1ccccc1)Nc1nc2ccccc2s1	0.98	0	-4	2	13	0	7	21	0
O=C(CCN1CCCCC1)NNC(=S)NC(=O)c1ccc(Br)cc1	0.92	-66	-2	8	-12	7	-17	14	-2
OCn1ncn(-c2ccccc2)c1=S	1.1	-27	-1	-13	-1	-6	6	16	-6
COc1ccccc1CCNC(=O)c1csc2c1CCCC2	1.1	11	2	-6	27	-9	24	6	-2
CCCCCc1cc(=O)oc2c(C(CCN3CCCC(C)C3)c3ccc(N(C)C)cc3)c(OC)cc(OC)c12 (stereo not drawn)	0.97	14	-8	3	9	-9	22	25	-4
Nc1nnc(CC(=O)N/N=C/c2ccc(-c3ccc(Cl)cc3Cl)o2)s1	0.89	20	4	11	-4	-6	11	3	0
CC(=O)Nc1ccc(SCCN2CC[C@@H](O)CCC2=O)cc1	0.98	-2	-2	2	2	-7	15	20	-6
CC(C)OCCCNC(=O)c1cc(-c2cccnc2)nc2ccccc12	0.96	-6	2	4	11	-6	11	14	-1
CCCCn1c(N)c(N(CC(C)C)C(=O)CSCC(=O)Nc2cccc(C)c2)c(=O)[nH]c1=O	1	5	1	0	15	-8	3	15	1
CC(C)(C)C(=O)NCc1ccc(C(=O)CSc2nnc(C3CC3)n2C2CC2)s1	0.99	26	0	1	9	-9	0	-6	-5
Cc1cccc(C)c1NC(=O)C/C(N)=N/O	0.95	-2	-1	5	6	-12	6	-1	-2
CC(=O)N1C(C(=O)O)Cc2c([nH]c3ccccc23)C1C (stereo not drawn)	1.1	-16	-2	-8	-5	-6	-13	22	-6
COc1ccc(/C=C2/C(=O)ON=C2C)cc1Br	1	-8	-3	0	-32	10	8	15	34
Cc1cccc(C(=O)NNC(=O)CCCCC(=O)NNC(=O)c2cccc(C)c2)c1	1.1	-144	0	-7	-12	-12	17	4	-6
COc1cc(N)c(Cl)cc1C(=O)OCC(=O)N1CCCC1	0.94	0	-2	6	14	-6	-14	8	6
CCc1nc(-c2cc3ccc(C)cc3[nH]c2=O)no1	1	-10	-3	0	15	-10	21	11	0
CC(=O)N1CCc2cc(S(=O)(=O)NC(CC(C)C)C(=O)Nc3ccc4c(c3)OCCO4)ccc21 (stereo not drawn)	1	9	4	-2	2	-1	13	16	0
COc1ccc(COC(=O)C2=C(C)NC(=O)NC2c2cccc(OC)c2OC)cc1 (stereo not drawn)	0.96	-1	-5	4	-2	-2	-7	9	1
CC(=O)N1CCN(C(=O)c2ccc(-n3c(C)ccc3C)cc2)CC1	1	0	1	-3	2	-14	0	-1	0
CC(C)OP(=O)(OC(C)C)/C(C=O)=N\Nc1ccc([N+](=O)[O-])cc1	0.89	22	-4	11	51*	-6	38	41	-1
COc1ccc(O)c(C(=O)c2cnn(-c3ccc(Cl)cc3)c2)c1	0.99	8	-1	1	19	-5	14	5	2
CCCCC1CCC(C(=O)OC(C)C(=O)Nc2ccc(NC(C)=O)cc2)CC1 (stereo not drawn)	1.2	8	-5	-20	8	16	23	8	49*
CC(=O)c1cn(CCOc2ccc(F)cc2)c2ccccc12	0.95	6	-3	5	-11	-4	4	14	9
O=C(CN1C(=O)C2CC=CCC2C1=O)Nc1nnc(SCc2c(Cl)cccc2Cl)s1 (stereo not drawn)	0.86	2	0	14	-15	-6	18	16	-1
CC(C)CN1C(=O)NC(NS(=O)(=O)c2ccc(N)cc2)(C(F)(F)F)C1=O (stereo not drawn)	0.99	7	0	0	8	-4	17	19	3
O=C(Nc1ccc(F)cc1F)C1CCCN1S(=O)(=O)c1cccc2nsnc12 (stereo not drawn)	1.1	18	1	-7	1	4	5	-4	2
CCc1nnc(NC(=O)c2ccc(S(=O)(=O)N3CCCc4ccccc43)cc2)o1	0.79	1	-2	21	36	-8	32	-3	-4
Cc1cc(NC(=O)c2ccc(C)s2)n(-c2nc3ccccc3[nH]2)n1	0.93	-2	-6	7	29	-7	13	14	-4
CCOC(=O)N1CCN(C2CCCN(C(=O)c3ccccc3N(C)C)C2)CC1 (stereo not drawn)	1.1	1	-1	-7	-3	3	18	12	-1
O=C(COn1nnc2ccc(S(=O)(=O)N3CCOCC3)cc21)Nc1c(F)c(F)c(F)c(F)c1F	1.1	11	0	-9	-4	-8	1	14	1
O=C(CCOc1ccccc1)NCc1ccccc1	1.1	-10	0	-7	3	1	24	11	5
CC(OC(=O)Cc1n[nH]c(=O)c2ccccc12)C(=O)Nc1ccc(Cl)cn1 (stereo not drawn)	0.95	-1	1	5	-6	-3	10	23	-3
COCc1c(Br)c(C)nc(OCC(=O)N/N=C/c2cc(C)n(-c3ccc([N+](=O)[O-])cc3)c2C)c1C#N	0.91	-15	-3	9	14	-2	9	15	0
COC(=O)c1ccccc1Oc1cnc2ccccc2n1	1	14	-4	-3	-4	2	24	8	2
CCOC(=O)c1c(CN2CCC(C)CC2)n(C)c2cc(Br)c(OC)cc12	0.93	11	-1	7	14	1	7	5	4
COc1cc(/C=N/NC(=O)c2ccc(Cn3cc([N+](=O)[O-])cn3)o2)cc(Br)c1O	0.94	1	-1	6	-1	-10	-12	15	-4
COc1cccc(C(=O)NCC(=O)OCc2ccc(F)cc2Cl)c1	1.1	-7	-4	-6	11	-5	26	4	0
CCCCCOC(=O)Cc1c(C)nc(-c2ccccc2)[nH]c1=O	1.2	-11	-1	-16	20	-4	31	5	1
COc1ccccc1C(=O)Nc1cccc2nc(C)ccc12	1	-47	-2	0	-6	-1	-11	25	-3
Cc1ccc(NC(=O)CC2SC3=NCCN3C2=O)cc1 (stereo not drawn)	0.96	10	-3	4	14	10	20	-9	3
COC(=O)c1ccc(/C=N/N2C(C)CCCC2C)cc1 (stereo not drawn)	1	-15	-1	0	8	-7	15	19	-3
CCCC(=O)N1CCN(c2ccc(NC(=S)NC(=O)c3cccc(C)c3)cc2)CC1	0.84	1	-6	16	16	0	25	19	2
CC(C)(C)c1cc(Cc2ccccc2)[nH]n1	0.96	18	-1	4	7	-6	30	-15	1
COCCN(C(=O)COC(=O)CC(C)c1ccccc1)c1c(N)n(Cc2ccccc2)c(=O)[nH]c1=O (stereo not drawn)	0.97	8	-1	3	-2	-12	-6	-5	-5
